# Bioassay records (PubChem)
# VIM-2 inh: inhibitors of Pseudomonas aeruginosa VIM-2 metallo-beta-lactamase; purified VIM-2, nitrocefin hydrolysis, epi-absorbance fluorescence; inhibition, % at 5.6 µM; actives 0.89% (n = 290,000);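 active = inhibition above the mean of all tested compounds plus 3 SD, cutoff set per screening run, cut at about 7.5% in these data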;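 also: red hydrolysis product quenches plate fluorescence so inhibitors raise well fluorescence; 0% = enzyme with DMSO and 100% = DMSO without enzyme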
# MEKK3 PB1 HTS: modulators (inhibitors or enhancers) of MEK5 binding to human MEKK3 PB1 domain. actives 1.4% (n = 290,000). binding response (% of control), % at 10 µM. bead-based flow cytometry, Alexa488-MEK5 binding to MEKK3; actives lie on both sides; 0 = blocked by unlabeled MEK5, 100 = vehicle. AID 1529. Q99759;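 active = binding response more than 3 SD above or below the average of its plate-row segment, actives on both sides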;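 also: Alexa488 bead fluorescence after subtracting the streptavidin-only scavenger bead signal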
# IMP-1 inhibitor: blocks Pseudomonas aeruginosa IMP-1 metallo-beta-lactamase; inhibition, % at 5.6 µM; purified IMP-1, nitrocefin hydrolysis, epi-absorbance fluorescence; AID 1556; actives 0.45% (n = 290,000);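 active = inhibition above the mean plus 3 SD of all compounds in the same screening run, cut at about 4.5% in these data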;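 also: 0% = IMP-1 with DMSO and 100% = DMSO wells lacking enzyme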
#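 System – purified recombinant IMP-1 beta-lactamase · Input – IMP-1 dispensed at 0.2 nM · Timing – 15 min preincubation plus 25 min reaction at 25 °C · Signal – Epi-absorbance fluorescence, 480 nm excitation, 530 nm emission · Measure – percent IMP-1 inhibition derived from blank-referenced optical density · Controls – Enzyme-plus-DMSO low control, enzyme-free DMSO high control · Replication – singlicate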
# IDE cell activ: boosts human insulin-degrading enzyme activity in HEK cells; AID 493087; activation, % at 5.96 µM; P14735; FAbeta-B cleavage, fluorescence polarization; 0% vehicle, 100% cell-free pure enzyme wells; actives 0.073% (n = 340,000);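 active = activation above the mean of all tested compounds plus 3 SD, set per screening campaign, cut at about 17% in these data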
# Target sequence (P14735 whole entry, looked up): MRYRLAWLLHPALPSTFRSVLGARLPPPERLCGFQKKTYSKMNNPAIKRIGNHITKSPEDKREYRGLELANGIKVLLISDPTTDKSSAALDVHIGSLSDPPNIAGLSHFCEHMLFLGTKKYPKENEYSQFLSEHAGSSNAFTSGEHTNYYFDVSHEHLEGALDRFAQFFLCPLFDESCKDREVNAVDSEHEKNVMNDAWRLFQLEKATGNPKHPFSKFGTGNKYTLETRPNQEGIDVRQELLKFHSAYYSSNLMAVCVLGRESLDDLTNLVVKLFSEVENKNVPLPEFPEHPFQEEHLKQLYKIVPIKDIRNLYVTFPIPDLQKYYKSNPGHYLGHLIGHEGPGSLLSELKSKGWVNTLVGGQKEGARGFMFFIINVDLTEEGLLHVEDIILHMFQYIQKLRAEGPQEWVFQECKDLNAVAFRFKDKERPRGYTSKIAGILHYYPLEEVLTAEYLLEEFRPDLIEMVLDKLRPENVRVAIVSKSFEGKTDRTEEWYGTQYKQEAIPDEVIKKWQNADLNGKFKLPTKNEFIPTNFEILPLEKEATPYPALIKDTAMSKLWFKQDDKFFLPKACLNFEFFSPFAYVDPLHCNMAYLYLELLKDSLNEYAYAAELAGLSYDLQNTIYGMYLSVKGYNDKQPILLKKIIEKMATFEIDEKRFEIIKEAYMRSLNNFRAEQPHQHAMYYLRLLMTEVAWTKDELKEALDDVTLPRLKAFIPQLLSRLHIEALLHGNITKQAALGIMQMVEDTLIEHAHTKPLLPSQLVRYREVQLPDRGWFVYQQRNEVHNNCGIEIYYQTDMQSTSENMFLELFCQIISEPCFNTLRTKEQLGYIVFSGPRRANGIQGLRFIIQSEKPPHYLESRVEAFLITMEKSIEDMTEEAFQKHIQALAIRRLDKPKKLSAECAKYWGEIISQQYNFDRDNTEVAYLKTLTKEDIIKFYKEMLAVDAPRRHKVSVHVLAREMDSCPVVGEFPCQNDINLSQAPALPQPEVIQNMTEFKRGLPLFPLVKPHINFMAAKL
# pCIP destab: lowers stability of the mouse p/CIP coactivator protein; Q05BA5; F442A p/CIP-EGFP cells, EGFP fluorescence, 16 h; decrease of EGFP signal, % at 10 µM; actives 0.01% (n = 290,000);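 active = EGFP signal decrease of at least 30% at 10 µM or well 3 SD below plate mean, unless failing retest; inactive = the rest, including hits failing retest or dose response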; also: some compounds called inactive have numbers as strong as hits; many of its hits are not listed in these tables
# DNA FID counter: counter-screen for HCV NS3 helicase inhibitors: DNA intercalator displacement. AID 1845. actives 0.17% (n = 290,000). inhibition, % at 7.9 µM. DNA fluorescent intercalator displacement, fluorescence; in the data active = inhibition above about 37%;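 also: 0% = vehicle and 100% = reference compound; higher means more ethidium bromide displaced from hairpin DNA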
# UBC9 SUMO inh: SUMOylation inhibition; HTRF SUMOylation assay, SAE1/SAE2 + UBC9, in vitro; inhibition, % at 35 µM; actives 0.36% (n = 290,000); AID 2006; in the data active = inhibition above about 50%, passing the limit was not always enough; also: strong numbers were not always called active
# NS3 helicase inh: blocks Hepatitis C virus NS3 helicase unwinding; inhibition, % at 10.9 µM; actives 0.56% (n = 290,000); AID 1800; NS3 helicase DNA unwinding, Cy5 molecular beacon fluorescence;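 active = inhibition above the mean of all tested compounds plus 3 SD, set per campaign, cut at about 35% in these data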;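 also: 0% = DMSO wells and 100% = thioflavine S control wells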
#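 Material: hepatitis C virus NS3 helicase domain fragment enzyme; measured by: Cy5 fluorescence, 0 and 60 min reads; control set: DMSO and thioflavine S; incubation: 60 min unwinding reaction at 25 °C after ATP addition; read-out basis: % inhibition from 60/0 min fluorescence ratio, DMSO 0%, thioflavine S 100%; repeats: singlicate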
# PHOSPHO1 block: inhibitors of human PHOSPHO1 phosphatase; inhibition, % at 13.3 µM; actives 1.1% (n = 290,000); recombinant PHOSPHO1, absorbance phosphatase assay; Q8TCT1; in the data active = inhibition above about 60%
# An asterisk follows results filed as active; x = not tested or not shown. Only part of the results is shown; the hit share may differ from the screen's.
SMILES,VIM-2 inh,MEKK3 PB1 HTS,IMP-1 inhibitor,IDE cell activ,pCIP destab,DNA FID counter,UBC9 SUMO inh,NS3 helicase inh,PHOSPHO1 block
CCO[C@H]1OC(C(=O)N2CCN(C)CC2)=C[C@@H](C)[C@@H]1CCCO,-0.3,107,-1.2,4,0,0,8,4,35
CC1(C)Cc2c(sc3nc4n(-c5ccccc5)c(=O)c(CCC(=O)O)nn4c(=O)c23)CO1,-0.6,99,-1.8,0,-1,-39,5,19,16
CN(C(=O)CCN1C(=O)C(C)(C)Nc2ccccc21)c1ccccc1,0.9,103,-1.2,4,-2,-9,17,3,1
COc1ccc(OCC(O)COc2ccc(OC)cc2)cc1,-2.6,101,-2.7,1,10,-21,1,-2,4
CN(CCNC(=O)c1cn(C)c2ccc(S(=O)(=O)N3CCCC3)cc2c1=O)CCc1ccccc1,-1.2,104,0.1,2,-9,3,6,-2,-7
Cc1ccccc1NC(=O)CCNS(=O)(=O)c1cccc2nsnc12,-1.9,102,-4.7,2,-8,-8,6,0,26
CN(C)S(=O)(=O)c1ccc(C(=O)OCc2ccc(C#N)cc2)cc1,0.4,106,0.0,1,-6,-3,14,-2,11
CC(=O)N(c1cccc(Cl)c1)c1nc(C)cc(C)c1C#N,-2.9,98,-0.9,6,4,-13,23,-6,-38
COc1ccc(C(=O)NCCNc2nc3c(C)cccc3cc2C#N)cc1OC,0.2,100,-2.0,1,-4,-25,19,-18,34
O=C(NCc1cccnc1)c1sc2cc(Cl)ccc2c1Cl,-0.1,94,-2.4,3,0,-15,7,-2,38
CCC12CSc3nc(Cl)ccc3N1C(=O)C(=O)N2C (stereo not given),-1.3,103,-2.9,x,12,-3,13,15,3
COc1ccccc1-c1ccc(=O)n(CC(=O)NC2CCc3ccccc32)n1 (stereo not given),0.7,96,-1.1,-6,-4,-21,-5,-6,19
CC(=O)OCC(=O)c1ccc2ccn(C(C)=O)c2c1,-0.1,106,-0.7,-1,-1,0,31,1,-3
CCOc1ccc(CCNC(=O)CN2CCN(Cc3ccccc3F)C2=O)cc1OCC,0.1,118,-2.4,7,-1,-37,-9,9,30
CCn1c(SC)nnc1C1CCCN(CC(=O)Nc2ccccc2N2CCOCC2)C1 (stereo not given),1.1,100,1.3,5,-8,-31,-10,4,-62
CCOC(=O)c1ccc(NC(=S)NCCCN2CCCCC2)cc1,2.5,96,-1.0,2,-14,13,0,-5,-36
CN(C)S(=O)(=O)c1cccc(C(=O)OCC(=O)c2c(N)n(C)c(=O)n(C)c2=O)c1,-0.9,99,0.0,1,12,-14,4,10,21
CC1CN(C)C(C)CC1NCc1ccc2c(c1)OCO2 (stereo not given),-6.1,104,-2.1,5,6,8,24,7,8
Cc1ccc(C(=O)ONc2ccc(N=NC(=O)c3ccccc3O)cc2)cc1,-5.1,94,-3.8,1,4,1,-10,3,69*
CC1Cc2ccccc2N1C(=O)/C=C/c1cccc(F)c1 (stereo not given),-4.8,104,-2.9,3,7,-12,11,2,25
Cc1ccccc1S(=O)(=O)Cc1ccc(C(=O)NC(C)c2ccccc2)o1 (stereo not given),1.0,98,2.2,4,-17,-35,8,-2,34
O=S(=O)(c1ccccc1C(F)(F)F)N1C=CC(C(F)(F)F)=NCC1,-4.3,96,-4.8,x,0,-1,11,2,25
CCCCCCn1c(N2CCN(c3cccc(Cl)c3)CC2)nc2c1c(=O)[nH]c(=O)n2C,-2.1,96,-2.9,-3,-6,-5,-22,-3,-26
COc1ccc(-n2c(SCC(=O)Nc3nc(C)cs3)nnc2-c2ccoc2C)cc1,-1.2,104,-3.2,-2,6,-17,6,-4,25
Cc1ccc(C(=O)N2CCOCC2)cc1S(=O)(=O)N1CCCCC1,-4.7,100,-1.8,2,-5,-34,-11,21,46

# Overlap with the part before: 2 compounds; new compounds follow.
SMILES,VIM-2 inh,MEKK3 PB1 HTS,IMP-1 inhibitor,IDE cell activ,pCIP destab,DNA FID counter,UBC9 SUMO inh,NS3 helicase inh,PHOSPHO1 block
COc1ccc(-n2c(SCC(=O)Nc3nc(C)cs3)nnc2-c2ccoc2C)cc1,-1.2,104,-3.2,-2,6,-17,6,-4,25
Cc1ccc(C(=O)N2CCOCC2)cc1S(=O)(=O)N1CCCCC1,-4.7,100,-1.8,2,-5,-34,-11,21,46
Cc1n[nH]c(C)c1Sc1ccccc1N,-1.0,104,-1.9,-2,0,-2,6,11,36
Brc1ccc(N=Cc2ccccn2)cc1,-2.1,94,0.6,-4,4,-27,3,-6,7
COc1cccc(C2=NOC(C(=O)NCc3ccc(F)cc3)C2)c1 (stereo not given),-3.5,x,-1.6,3,1,-8,-10,0,-4
CC(C)c1ncc(C(O)c2cccc3ccccc23)n1C (stereo not given),-1.8,100,-3.0,4,-2,3,6,-2,24
COCc1ccc(O)c2ncccc12,-7.2,104,-1.5,-3,-5,-6,-18,16,7
CC(C)(C)OC(=O)NCCCCc1cn(CC(=O)N2CCN(C(=O)OC(C)(C)C)CC2)nn1,-0.3,97,-1.6,2,4,-23,3,4,18
CCn1c(-c2ccc(F)cc2)cnc1SCC(=O)N1CCc2ccccc21,-0.7,105,-2.1,x,-4,-25,-4,-6,-11
CC(=O)c1ccc(N2C(=NC(=O)COc3ccccc3)SC3CS(=O)(=O)CC32)cc1 (stereo not given),-3.5,100,-0.8,-1,-10,-15,14,3,38
CCC1=C(OC(=O)N(CC)CC)N2C(=O)OC(=NCCc3c[nH]c4ccccc34)[C@]2(Cc2ccccc2)[C@H]2C1=CC[C@H]1C(=O)N(CC)C(=O)[C@H]12,x,104,x,-2,2,x,-14,x,9
COc1ccc(CC(=O)OC(C)C(=O)c2ccc(C)cc2)cc1 (stereo not given),-0.6,99,-0.2,2,19,-28,5,-18,-1
COCCCN1C(=O)C(=O)/C(=C(/O)c2ccc(S(=O)(=O)N3CCCCC3)cc2)C1c1ccc(O)c(OC)c1 (stereo not given),0.9,104,-1.5,8,-12,-52,x,4,24
N#Cc1ccc(CSc2nnc3ccccn23)cc1,-1.7,109,-1.7,1,-14,-7,9,-1,16
CCOC(=O)c1[nH]c(C)c(C(=O)OCC(=O)N2CC(=O)Nc3ccccc32)c1C,-0.8,97,-2.4,0,-5,-29,0,-13,-24
CCC(CC)C1C(C#N)=C(N)Oc2n[nH]c(C)c21 (stereo not given),-3.7,102,-1.1,-6,0,-6,4,8,-4
O=C(COc1ccccc1)NCC(=O)N/N=C/c1ccco1,-1.3,103,-2.6,6,-23,-6,25,4,-32
CC(C)OC(=O)CN1C(=O)S/C(=C/c2ccc(N3CCCCC3)o2)C1=O,-1.7,98,-0.2,-28,-3,-34,12,20,8
Cc1ccc(S(=O)(=O)NCCNc2ccc([N+](=O)[O-])cc2)cc1,-2.5,100,-2.3,5,-14,0,-15,9,31
O=C(CSc1nc2[nH]ncc2c(=O)n1-c1ccccc1Cl)N1CCCC1,-4.6,99,-2.7,-10,2,-16,6,-2,-16
O=C(NCCc1ccccc1)C(=O)NCC1(c2ccccc2)CCCC1,-2.5,72,-1.9,8,-12,-2,23,3,26
C#CCN(C(=O)c1ccc(OC)c(OC2CCN(C(C)C)CC2)c1)C1CCCCC1,0.6,104,-2.6,4,-16,13,4,-3,18
CC(C)CSc1nc2ccccc2n1CC(N)=O,-2.9,105,-2.7,4,8,-3,-12,-2,-4
Cc1ccc(Oc2ncc(CN3CC(C)OC(C)C3)s2)cc1 (stereo not given),-8.8,102,-2.7,-3,-10,-20,-16,3,-8
CCOCCc1nnc(NC(=O)CSc2ccccc2)s1,-0.8,109,-1.0,-2,-10,-13,9,-1,-8
COC(=O)CCCC(=O)N1CCCC(CNS(=O)(=O)c2ccc(OC)cc2)C1 (stereo not given),-4.9,98,-0.5,-5,-5,-19,20,17,26
COCCNC(=O)C(OC(=O)c1ccco1)c1ccccc1F (stereo not given),-2.7,99,-3.8,2,-5,-8,4,0,29
CC(C)(C)N(Cc1nc(-c2ccccc2)no1)C(=O)c1ccc2c(c1)OCO2,-3.3,101,-3.9,-2,-1,-35,-5,-3,26
O=C(O)C1C2C=CC(C2)C1C(=O)N1CCc2ccccc21 (stereo not given),2.6,99,-1.1,3,3,1,0,0,14
O=C(CSc1nc2ccccc2o1)NCC(=O)c1ccccc1,-1.4,91,-4.3,-2,-23,-6,2,-6,-16
COc1ccc(NS(=O)(=O)c2ccc3nc(COc4ccc(C#N)cc4)[nH]c3c2)cc1,-1.0,103,-0.9,6,-4,-1,1,2,6

# Filtered by structure, those above with an aryl methoxy group (10)
SMILES,VIM-2 inh,MEKK3 PB1 HTS,IMP-1 inhibitor,IDE cell activ,pCIP destab,DNA FID counter,UBC9 SUMO inh,NS3 helicase inh,PHOSPHO1 block
COc1ccc(OCC(O)COc2ccc(OC)cc2)cc1,-2.6,101,-2.7,1,10,-21,1,-2,4
COc1ccc(C(=O)NCCNc2nc3c(C)cccc3cc2C#N)cc1OC,0.2,100,-2.0,1,-4,-25,19,-18,34
COc1ccccc1-c1ccc(=O)n(CC(=O)NC2CCc3ccccc32)n1 (stereo not given),0.7,96,-1.1,-6,-4,-21,-5,-6,19
COc1ccc(-n2c(SCC(=O)Nc3nc(C)cs3)nnc2-c2ccoc2C)cc1,-1.2,104,-3.2,-2,6,-17,6,-4,25
COc1cccc(C2=NOC(C(=O)NCc3ccc(F)cc3)C2)c1 (stereo not given),-3.5,x,-1.6,3,1,-8,-10,0,-4
COc1ccc(CC(=O)OC(C)C(=O)c2ccc(C)cc2)cc1 (stereo not given),-0.6,99,-0.2,2,19,-28,5,-18,-1
COCCCN1C(=O)C(=O)/C(=C(/O)c2ccc(S(=O)(=O)N3CCCCC3)cc2)C1c1ccc(O)c(OC)c1 (stereo not given),0.9,104,-1.5,8,-12,-52,x,4,24
C#CCN(C(=O)c1ccc(OC)c(OC2CCN(C(C)C)CC2)c1)C1CCCCC1,0.6,104,-2.6,4,-16,13,4,-3,18
COC(=O)CCCC(=O)N1CCCC(CNS(=O)(=O)c2ccc(OC)cc2)C1 (stereo not given),-4.9,98,-0.5,-5,-5,-19,20,17,26
COc1ccc(NS(=O)(=O)c2ccc3nc(COc4ccc(C#N)cc4)[nH]c3c2)cc1,-1.0,103,-0.9,6,-4,-1,1,2,6
